Source: PubChem (several laboratories)
NR2E3 ag-1 – human photoreceptor-specific nuclear receptor agonism; inhibition of corepressor binding, % at 3.98 µM; 360,000 compounds, 0.35% hits; CHO-S Gal4-NCOR/VP16-NR2E3 two-hybrid, luciferase; Q9Y5X4; AID 602229;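 active = inhibition above the mean of all tested compounds plus 3 SD, cut at about 70% in these data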;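 note: 0% = DMSO with NR2E3 transfected cells and 100% = cells lacking NR2E3 construct; higher means lower luciferase signal from less NR2E3 corepressor binding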
Target sequence (Q9Y5X4 whole entry, looked up, the tested form may be a part): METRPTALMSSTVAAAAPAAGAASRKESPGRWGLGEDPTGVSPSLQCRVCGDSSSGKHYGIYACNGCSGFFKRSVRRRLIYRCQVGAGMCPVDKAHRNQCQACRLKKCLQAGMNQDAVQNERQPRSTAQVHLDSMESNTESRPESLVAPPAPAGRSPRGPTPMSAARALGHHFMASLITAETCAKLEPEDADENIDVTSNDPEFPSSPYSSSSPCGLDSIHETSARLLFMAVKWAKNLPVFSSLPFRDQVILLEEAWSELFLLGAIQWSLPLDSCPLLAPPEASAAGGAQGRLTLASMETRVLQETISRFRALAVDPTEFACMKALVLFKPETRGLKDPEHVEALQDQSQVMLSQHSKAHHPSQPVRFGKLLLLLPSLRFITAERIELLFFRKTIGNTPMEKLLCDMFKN
H9c2 protect – modulators protecting cardiomyocytes from myocardial damage | AID 588492 | H9c2 cardiomyocytes, H2O2 injury protection, ATPLite, 2 h | protection from H2O2 cell death, % at 20 µM | 360,000 compounds, 0.63% hits;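 active = compounds giving at least 50% protection of heart cells from peroxide-induced death in the single-dose screen, raw or plate-pattern-corrected value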;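 note: 0% = DMSO wells with peroxide and 100% = DMSO wells without peroxide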
Peg3 prom inh – reduces Peg3 promoter-driven luciferase expression in HeLa. HeLa PEG-Prom luciferase reporter, luminescence, overnight. AID 588405. inhibition, % at 20 µM. 360,000 compounds, 1.7% hits;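 active = inhibition of at least 50% at 20 µM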
HIF-2a inh – HIF-2a inhibition | AID 624352 | 786-0 RCC cells HIF-2a reporter, luciferase luminescence, overnight | inhibition, % at 18.8 µM | 360,000 compounds, 0.72% hits;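 active = inhibition of the luminescence signal of 40% or more relative to plate controls, in a single-dose primary screen at 18.75 µM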
iPSC survival up – enhancers of human iPSC single-cell survival | hiPSC single-cell survival, ATPlite luminescence; 100% = ROCK inhibitor wells, 0% = DMSO | survival enhancement, % at 20 µM | 360,000 compounds, 0.044% hits; in the data active = survival enhancement above about 18%;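 note: cells exposed to compounds for 16 hours before the ATP read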
CaV13 FRET inh – Disruptors of the CACNA1D IQ motif to Ca2+-dependent inactivation inhibitor domain association, primary screening, Förster resonance energy transfer in intact living … | inhibition, % at 12.3 µM | AID 743397 | HEK cells, CFP/YFP FRET ICDI-IQ, plate reader, 10 min; percent FRET-ratio fall versus neutral wells | 340,000 compounds, 0.098% hits;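 active = mean replicate inhibition of at least 30% and at least 1% of replicates passing that level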;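 note: 0% = median of the neutral control wells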
PDI turbidity – PDI (human) enzyme inhibition. P07237. PDI insulin aggregation turbidity, A650, 90 min. inhibition, % at 10 µM. 350,000 compounds, 0.052% hits. AID 588391;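 active = mean inhibition across replicates of 30% or more, whatever share of single replicates reach that level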;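 note: absorbance from insulin aggregation driven by PDI reduction with DTT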
Target sequence (P07237 whole entry, looked up): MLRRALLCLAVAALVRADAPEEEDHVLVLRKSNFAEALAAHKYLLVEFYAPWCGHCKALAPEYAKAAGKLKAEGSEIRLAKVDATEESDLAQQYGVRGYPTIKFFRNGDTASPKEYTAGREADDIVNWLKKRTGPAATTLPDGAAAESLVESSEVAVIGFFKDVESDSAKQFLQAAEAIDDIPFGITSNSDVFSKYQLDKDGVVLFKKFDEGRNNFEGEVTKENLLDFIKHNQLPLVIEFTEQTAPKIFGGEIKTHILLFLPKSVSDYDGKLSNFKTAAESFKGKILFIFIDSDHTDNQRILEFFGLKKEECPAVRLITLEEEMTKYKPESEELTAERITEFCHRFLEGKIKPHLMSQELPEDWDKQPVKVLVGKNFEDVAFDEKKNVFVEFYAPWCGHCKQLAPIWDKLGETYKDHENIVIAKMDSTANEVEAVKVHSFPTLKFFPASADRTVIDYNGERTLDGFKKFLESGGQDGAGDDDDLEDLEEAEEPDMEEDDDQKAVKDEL
m5-HT2A agonist – agonists of mouse serotonin 5-HT2A receptor (HTR2A). 360,000 compounds, 0.66% hits. CHO-K1 mHTR2A beta-arrestin complementation, luminescence; percent of 30 µM serotonin response. activation, % at 7.6 µM;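 active = activation above a run cutoff, the mean activation of all tested compounds plus 3 SD, cut at about 14% in these data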;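 note: 0% = plate median of compound wells and 100% = 30 µM serotonin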
MITF TRPM1 inh – MITF TRPM1 promoter inhibition in SK-MEL-5 cells; SK-MEL-5 TRPM1 promoter luciferase, 24 h; inhibition, % at 12.5 µM; 330,000 compounds, 0.83% hits; AID 488899;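 active = mean inhibition across replicates of 60% or more, whatever share of single replicates reaches that level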; note: values of inactives mirror those of a sister screen read the other way
NR2E3 ag-2 – activates human photoreceptor nuclear receptor NR2E3. inhibition of corepressor binding, % at 4.78 µM. 320,000 compounds, 0.12% hits. Q9Y5X4. GST-NR2E3/biotin-RetCOR TR-FRET, 1536-well. AID 2300;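 active = percent inhibition above the cutoff of mean plus 3 SD of all tested compounds, set per screening campaign, cut at about 20% in these data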;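 note: 0% = DMSO wells and 100% = biotin wells as full block of FRET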
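Material – GST-tagged NR2E3 plus biotinylated RetCOR corepressor · Quantity – NR2E3 fusion 1.35 nM · Times – 5 h incubation at 4 °C · Medium – pH 7.5 Tris-based buffer · Technique – TR-FRET, Eu(K)-anti-GST donor, streptavidin-D2 acceptor, ex 340, em 617/671 nm · Benchmarks – high control biotin, low control 0.6% DMSO · Format – 1536-well plates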
Shn3 inh set2 – reduces Shn3 3'UTR luciferase signal in osteoblasts; AID 588674; 360,000 compounds, 0.52% hits; inhibition, % at 12.5 µM; Clone20 osteoblast Shn3 3'UTR firefly luciferase, 24 h;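 active = mean inhibition of at least 75% with every replicate also reaching 75%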;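 note: 0% = median of neutral control wells and 100% = pilot-screen positive control compound; some compounds past the cut are filed as inactive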
Starred values were filed as active, the others as inactive; x = not tested or not shown.

SMILES	NR2E3 ag-1	H9c2 protect	Peg3 prom inh	HIF-2a inh	iPSC survival up	CaV13 FRET inh	PDI turbidity	m5-HT2A agonist	MITF TRPM1 inh	NR2E3 ag-2	Shn3 inh set2
Cc1ccnc(NC(=O)c2ccc3c(c2)C(=O)N(CCC(C)C)C3=O)c1	-25	-5	-59	-132	-0.5	x	3	9	-41	-1	-19
COc1ccc(-c2nc3cc(C)c(Br)c(C)n3c2CC(C)(C)C)cc1OC	-9	-3	20	-11	4.2	-7	x	-2	x	x	-11
Nc1c(C(=O)NCc2ccc(Cl)cc2)sc2nc3c(c(C(F)(F)F)c12)CCC3	3	-6	12	-51	-0.5	-5	0	1	-23	0	-1
COc1ccccc1NS(=O)(=O)c1cccc(NC(=O)c2[nH]c(C)c(C(C)=O)c2C)c1	-26	11	28	31	-0.7	-1	-1	-2	26	0	43
COc1ccc(CNC(=O)C2CCN(C(=O)c3ccc(F)cc3)CC2)cc1OC	11	8	1	13	-4.1	-4	-6	0	5	-1	-7
CCN(CC)C(=O)Cn1cc(S(=O)(=O)CC(=O)NCc2ccc(F)cc2)c2ccccc21	-15	-2	12	8	0.7	-6	2	-5	-7	3	-11
CCOC(=O)CC1C(=O)NCCN1Cc1cccc(C(F)(F)F)c1 (stereo unspecified)	-2	-9	3	10	0.9	-7	-8	-9	12	4	12
COc1cc(C)ccc1OCCCOc1cc(C)ccc1Cl	-34	-12	-54	-102	-0.5	1	-5	-3	-32	2	-3
O=C(Cn1c(COc2ccc(Cl)cc2)nc2ccccc21)NCC(F)(F)F	-18	3	-40	-67	-2.3	-5	-4	-3	-1	1	-24
CC(=O)Nc1sc(C)c(C)c1C(=O)OCC(=O)Nc1cc(S(=O)(=O)N2CCCCC2)ccc1Cl	-1	10	5	24	-0.2	-5	-5	3	-9	1	-3
COCCNC(=O)C1(C)CCN(Cc2ccccc2C#N)C1 (stereo unspecified)	-33	10	4	-11	1.0	-5	1	-5	x	x	-14
COc1ccc(-c2nc3c4ccccc4ccn3c2Cc2ccsc2)cc1OC	-69	6	-126	-161	1.4	-8	x	-3	x	x	-17
COc1ccccc1Nc1c([N+](=O)[O-])cc(C)cc1[N+](=O)[O-]	-19	6	1	4	1.4	1	0	-3	-7	8	11
CCC[N+](CC#Cc1ccccc1)(CCC)CC(=O)OC	12	-1	5	10	-1.8	-6	2	8	-3	1	-5
CCCCCCC(O)(c1ccccc1)C(CN1CCOCC1)c1ccccc1 (stereo unspecified)	-6	-15	20	15	-0.6	-15	3	-1	5	x	19
Cn1c(NC(=O)c2ccc(Cl)cc2)c(-c2ccccn2)c(=O)c2ccccc21	3	-1	2	-9	-0.7	-3	-4	1	1	2	-33
CCn1c(Cc2cccn2C)nnc1SCC(=O)c1ccc(C)cc1	-22	-14	-76	-76	1.8	-4	1	-2	-22	2	-25
COc1ccc2c(c1)c(=O)oc1cc3occ(C(C)(C)C)c3cc12	-9	-13	44	10	3.6	-6	-4	6	6	-3	15
COCCn1c(=O)[nH]c(=O)c2cc(C(=O)c3cc(Cl)ccc3O)cnc21	3	0	-4	30	-0.6	x	11	1	-6	-3	-18
CC(=O)C1=C(O)C(=O)N(CCCn2ccnc2)C1c1ccc(Br)cc1 (stereo unspecified)	-28	3	1	13	-0.8	4	3	0	5	5	-27
CC(C)c1ccc(S(=O)(=O)N2CCN(CC(=O)Nc3ccc(Cl)cc3F)CC2)cc1	4	2	1	-4	-0.5	-2	-1	-1	3	2	18
CCOC(=O)CCn1c(=O)c2c(nc(Br)n2Cc2ccccc2)n(C)c1=O	-8	5	5	14	-1.1	x	9	-7	2	0	10
O=C(c1ccccc1)N(Nc1ccccc1)c1ccccc1	9	-6	10	16	-0.7	-3	3	-1	0	1	2
COc1ccc(S(=O)(=O)c2ccc(OC)c(OC)c2)cc1OC	3	-1	6	21	1.7	-4	-20	3	-21	-2	-33
O=c1cc(-c2ccccc2)[nH]c2ccc(F)cc12	-35	21	-75	-26	-2.4	-6	-2	-3	27	0	18
CCc1ccc(-c2nc3ccc(Br)cc3c(C(=O)O)c2C)s1	19	-7	-16	-16	-0.6	-4	0	0	3	x	-2
CCCCNC(=O)CCN1N=C(c2ccccc2)CCC1=O	-7	-4	7	3	-0.3	-2	1	1	-11	-2	x
O=C(NNC(=O)c1cccnc1)NC1CCCCC1	9	1	7	15	-1.5	-5	0	-2	-7	4	4
COc1cc(CN2CCN(Cc3ccccc3C(F)(F)F)CC2)cc(OC)c1OC	-24	2	21	10	0.7	-18	-1	-12	5	2	3
CCOc1ccc(S(=O)(=O)NCc2cccnc2)cc1C	-10	-6	17	6	2.7	-5	-2	2	-7	-3	0

Some of these compounds in order of number of heavy atoms, highest first:
SMILES	NR2E3 ag-1	H9c2 protect	Peg3 prom inh	HIF-2a inh	iPSC survival up	CaV13 FRET inh	PDI turbidity	m5-HT2A agonist	MITF TRPM1 inh	NR2E3 ag-2	Shn3 inh set2
COc1cc(CN2CCN(Cc3ccccc3C(F)(F)F)CC2)cc(OC)c1OC	-24	2	21	10	0.7	-18	-1	-12	5	2	3
CCOC(=O)CCn1c(=O)c2c(nc(Br)n2Cc2ccccc2)n(C)c1=O	-8	5	5	14	-1.1	x	9	-7	2	0	10
COc1ccc(S(=O)(=O)c2ccc(OC)c(OC)c2)cc1OC	3	-1	6	21	1.7	-4	-20	3	-21	-2	-33
CCCCNC(=O)CCN1N=C(c2ccccc2)CCC1=O	-7	-4	7	3	-0.3	-2	1	1	-11	-2	x
CCOc1ccc(S(=O)(=O)NCc2cccnc2)cc1C	-10	-6	17	6	2.7	-5	-2	2	-7	-3	0
O=c1cc(-c2ccccc2)[nH]c2ccc(F)cc12	-35	21	-75	-26	-2.4	-6	-2	-3	27	0	18

3 entries already listed, arranged by the value under PDI turbidity, descending.
molecule	NR2E3 ag-1	Peg3 prom inh	HIF-2a inh	CaV13 FRET inh	PDI turbidity	m5-HT2A agonist	MITF TRPM1 inh	NR2E3 ag-2	Shn3 inh set2
O=C(c1ccccc1)N(Nc1ccccc1)c1ccccc1	9	10	16	-3	3	-1	0	1	2
CCCCNC(=O)CCN1N=C(c2ccccc2)CCC1=O	-7	7	3	-2	1	1	-11	-2	x
CC(C)c1ccc(S(=O)(=O)N2CCN(CC(=O)Nc3ccc(Cl)cc3F)CC2)cc1	4	1	-4	-2	-1	-1	3	2	18

(further entries)
SMILES	NR2E3 ag-1	H9c2 protect	Peg3 prom inh	HIF-2a inh	iPSC survival up	CaV13 FRET inh	PDI turbidity	m5-HT2A agonist	MITF TRPM1 inh	NR2E3 ag-2	Shn3 inh set2
Cc1ccc(S(=O)(=O)N(C)CC(=O)O/N=C(\N)c2ccc([N+](=O)[O-])cc2)cc1	-6	-12	0	0	-1.8	-4	0	-4	-3	2	-7
CCCCN(CC)CCCNC(=O)c1cn(C)c2ccc(S(=O)(=O)N(C)C3CCCCC3)cc2c1=O	7	6	5	11	-0.4	-2	-17	0	-11	-1	7
Cc1cc(C)nc(N2CCN(C(=O)c3ccc(S(=O)(=O)N4CCCCCC4)cc3)CC2)n1	-7	-1	-2	7	-0.4	-3	4	1	7	-2	37
NC(=O)CC(NC(=O)Cc1ccc(Br)cc1)c1ccc(NC2CCCCCC2)c([N+](=O)[O-])c1 (stereo unspecified)	-41	-2	22	1	-2.7	-3	-2	-2	-17	1	53
COc1cc(-c2coc3c(C(=O)NCc4ccncc4)cccc23)ccc1O	-68	-5	-14	-60	2.3	-6	1	-3	x	x	46
Cc1cccc(NC(=O)COc2cccc3c2CCN(C)C3=O)c1	-8	5	10	13	0.8	5	-3	2	5	1	12
O=C(CSc1nc2[nH]ncc2c(=O)[nH]1)Nc1cccc([N+](=O)[O-])c1	-18	4	7	6	-0.3	-1	2	-3	-3	2	-11
COc1ccc(Cl)cc1C(=O)NC1CC(C)(C)NC(C)(C)C1	-17	0	-4	4	-3.4	-4	-2	-8	x	x	-13
CN(C(=O)c1ccccc1Cl)c1ccccc1	-5	4	5	9	1.4	-4	12	0	6	-3	-27
O=C1CN(C(=O)COC(=O)c2cc(S(=O)(=O)N3CCOCC3)ccc2Cl)c2ccccc2N1	-10	-6	3	22	1.2	-1	4	-2	-6	1	-1
O=C(Cc1ccc(Cl)cc1Cl)OCC(=O)c1ccc[nH]1	-2	-12	-42	-39	-0.1	-4	-2	-1	-10	-1	-30
CCS(=O)(=O)c1nc(S(=O)(=O)c2ccc(Cl)cc2)c(N2CCCC2)s1	-27	2	10	5	0.7	-3	-7	10	-4	-3	-7
CC(C)(C)NC(=O)C(=O)NN=C1CCCCCC1	20	5	-20	20	0.2	-5	-1	0	-7	2	-4
CCN1CCN(S(=O)(=O)c2ccc(OC)c(NC(=O)c3ccccc3F)c2)CC1	10	0	9	3	-0.5	-5	-17	-3	14	-1	-11
COc1ccc(N2CC(C(=O)Nc3ccc(S(=O)(=O)Nc4nccs4)cc3)CC2=O)c(OC)c1 (stereo unspecified)	-6	-6	6	6	0.7	-2	9	-3	1	2	-5
COc1ccc(C)cc1NC(=O)CSc1nnc(-c2cc3cccc(OC)c3o2)n1N	-8	24	2	15	2.3	-1	6	-7	3	2	9
COc1cc(C=NNC(=O)Cn2nc(C)cc2C)ccc1OC(=O)C1CC1	-2	-9	5	8	-0.2	-5	-7	2	-3	x	-3
CCCCCc1c(O)nc(SCCN(C)C)[nH]c1=O	-15	2	10	2	-0.2	-14	0	-1	-12	-1	-22
CCC(C)(C)C(=O)Nc1ncc(S(=O)(=O)c2ccc([N+](=O)[O-])cc2)s1	-4	-20	14	-2	-1.5	x	1	0	14	1	14
CCN(CC(=O)Nc1cc(C)c(Cl)cc1OC)CC(=O)NC1CCS(=O)(=O)C1 (stereo unspecified)	-21	-5	16	13	-0.3	5	-2	-5	-1	-1	-21
CCCC(=O)N1CCOCC1c1cc(C(=O)NCc2ccccc2)no1 (stereo unspecified)	5	8	1	6	1.5	-6	5	-2	x	x	-12
CSC(=NCc1cccnc1)NS(=O)(=O)c1cccs1	-10	1	-1	4	-2.6	-5	-4	2	5	2	2
Cc1cc(Sc2nccn2C)ncc1[N+](=O)[O-]	-14	-1	1	9	-0.7	-3	6	2	-17	3	-2

Random excerpt: 2 records from the list, in no set order.
SMILES	NR2E3 ag-1	H9c2 protect	Peg3 prom inh	HIF-2a inh	iPSC survival up	CaV13 FRET inh	PDI turbidity	m5-HT2A agonist	MITF TRPM1 inh	NR2E3 ag-2	Shn3 inh set2
O=C(Cc1ccc(Cl)cc1Cl)OCC(=O)c1ccc[nH]1	-2	-12	-42	-39	-0.1	-4	-2	-1	-10	-1	-30
CCCC(=O)N1CCOCC1c1cc(C(=O)NCc2ccccc2)no1 (stereo unspecified)	5	8	1	6	1.5	-6	5	-2	x	x	-12
